Screening results deposited in PubChem BioAssay by The Scripps Research Institute Molecular Screening Center.
IDE act: activators of human insulin-degrading enzyme in cells. P14735. HEK cells, FAbeta-B cleavage, fluorescence polarization; 0% vehicle, 100% cell-free pure enzyme wells. activation, % at 5.96 µM. hit rate 0.073% among 340,000;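 active = activation above the mean of all tested compounds plus 3 SD, set per screening campaign, cut at about 17% in these data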
Target sequence (P14735 whole entry, looked up): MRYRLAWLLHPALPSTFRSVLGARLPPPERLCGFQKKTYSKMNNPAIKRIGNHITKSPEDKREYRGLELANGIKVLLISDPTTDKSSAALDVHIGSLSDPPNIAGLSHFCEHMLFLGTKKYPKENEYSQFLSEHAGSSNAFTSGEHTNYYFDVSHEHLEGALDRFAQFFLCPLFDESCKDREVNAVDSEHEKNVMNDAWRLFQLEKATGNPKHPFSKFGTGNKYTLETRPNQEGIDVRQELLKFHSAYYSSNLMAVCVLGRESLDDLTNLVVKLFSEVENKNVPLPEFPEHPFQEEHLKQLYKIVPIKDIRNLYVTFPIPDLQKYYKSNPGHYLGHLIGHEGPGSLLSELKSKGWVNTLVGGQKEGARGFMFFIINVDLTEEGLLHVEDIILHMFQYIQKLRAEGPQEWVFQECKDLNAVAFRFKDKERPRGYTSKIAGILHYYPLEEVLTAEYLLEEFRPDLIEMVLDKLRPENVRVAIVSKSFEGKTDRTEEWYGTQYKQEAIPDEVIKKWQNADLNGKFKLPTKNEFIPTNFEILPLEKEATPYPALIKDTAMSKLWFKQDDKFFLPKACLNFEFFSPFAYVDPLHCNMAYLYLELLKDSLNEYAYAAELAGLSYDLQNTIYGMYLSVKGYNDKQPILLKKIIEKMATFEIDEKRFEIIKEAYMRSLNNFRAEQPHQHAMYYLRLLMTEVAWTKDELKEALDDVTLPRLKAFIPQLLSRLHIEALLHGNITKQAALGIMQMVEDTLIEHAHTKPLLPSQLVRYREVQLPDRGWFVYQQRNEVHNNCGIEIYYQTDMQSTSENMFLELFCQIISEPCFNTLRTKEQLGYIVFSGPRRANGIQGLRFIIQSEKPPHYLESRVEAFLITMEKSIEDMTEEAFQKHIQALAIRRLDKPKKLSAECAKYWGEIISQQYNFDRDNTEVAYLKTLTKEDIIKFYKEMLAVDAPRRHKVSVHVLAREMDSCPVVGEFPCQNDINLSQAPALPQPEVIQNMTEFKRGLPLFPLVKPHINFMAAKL
* marks the source's active call; other numbers are inactive results. Some of the compounds tested, so the mix of outcomes need not match the whole.

SMILES	IDE act
C#CCOCCOCCOCCNc1nc(N2CCN(C(=O)[C@H]([C@@H](C)CC)n3cc(CCCCN)nn3)CC2)nc(N2CCN(C(=O)[C@H](CCCCN)n3cc(CCC(=O)O)nn3)CC2)n1	0
C=CCNc1nnc(SCC(=O)N2CCC(C(N)=O)CC2)s1	3
CN(C(=O)c1cccc(NC(=O)Cc2ccc(NC(=O)C3CCN(C(=O)C4CC4)CC3)cc2)c1)C1CCCCC1	-2
COc1ccc(S(=O)(=O)N2CCOC23CCN(S(C)(=O)=O)CC3)cc1	3
CN(CC(=O)Nc1c(Cl)cccc1Cl)C(=O)CNC(=O)c1ccc2ccccc2c1	7
CC(C)(C)OC(=O)C[C@@H]1C/C=C\C[C@@H](CC(=O)N(CCO)Cc2ccccc2)C(=O)N2CCC[C@@H]2COC1=O	-2
CCOc1ccc(C(=O)NNC(=O)CCNC(=O)c2ccco2)cc1OC	1
CCOC(=O)Cc1csc(SCC(=O)Nc2ccc(C)cc2F)n1	3
CC(OC(=O)/C=C/c1cccs1)C(=O)Nc1ccc(C(N)=O)cc1 (configuration not stated)	-2
O=C(CNc1ccccc1F)Nc1cccc(S(=O)(=O)N2CCCCC2)c1	6
O=C(COC(=O)C1=Cc2ccccc2OC1)NCc1ccc(F)cc1	6
CN(C)CCOc1ccc(-c2c(-c3ccsc3)sc3ccccc23)cc1	-1
O=C(CSc1n[nH]c(=O)n1Cc1ccccc1)Nc1ccc(N2CCOCC2)cc1	2
Cc1onc(-c2ccccc2)c1C(=O)OCc1nnc(-c2ccc([N+](=O)[O-])cc2)o1	5
S=C(Nc1ccccc1)Nc1ccc2ccccc2c1	0
CC(OC(=O)c1ccc([N+](=O)[O-])o1)C(=O)Nc1nc(-c2ccc(F)c(F)c2)cs1 (configuration not stated)	5
COc1ccc(Cl)cc1NC(=O)CN(C)C(=O)Cn1[nH]c(=O)c2ccccc2c1=O	5
COc1ccccc1N1CCN(C(=O)c2ccccc2SCC(=O)N2CCCC2)CC1	-5
CN(CC(=O)Nc1ccccc1Br)CC(=O)NC(c1ccccc1)c1ccccc1	-1
CCC(C)Sc1ccc([C@H]2N[C@@](Cc3ccccc3)(C(=O)OC)[C@H]3C(=O)N(CC)C(=O)[C@@H]23)cc1 (some centres not stated)	0
CN(CC(=O)Nc1ccc(F)cc1)C(=O)C1CCCC1	4
COc1ccc(S(=O)(=O)N2C[C@H]3CON(C)[C@H]3C[C@H]2c2cccc(Br)c2)cc1	-1
COc1ccc2cc(C=NS(=O)(=O)c3ccc(C)cc3)n(C)c2c1	6
CN(C)c1cc(-c2cccc(C(F)(F)F)c2)oc(=O)c1Cl	1
NC(=O)c1ccccc1NS(=O)(=O)c1ccc(S(=O)(=O)N2CCCC2)cc1	-2
NS(=O)(=O)c1ccc(N2N=C(c3ccccc3)CC2c2ccccc2Cl)cc1 (configuration not stated)	4
COc1ccc(C=NNc2ccc([N+](=O)[O-])cc2S(=O)(=O)Nc2ccccc2C(=O)O)cc1OC	3
CC(C)Cc1nnc(NC(=O)c2ccc(S(=O)(=O)N3CCCC3)cc2)s1	-1
COc1ccc(SC[C@H](Cc2ccccc2)N2CC[C@@H](C(C)(C)C)CCC2=O)cc1	1
Cc1ccc(NC(=O)COC(=O)C2=NN(c3ccccc3)C(=O)CC2)c(Br)c1	-1
Cc1cc(Cn2nc(-c3ccccc3)cc2C(=O)NCC2CC2)on1	-1
COc1ccc(C(=O)Nc2ccc(Nc3ccccc3)cc2)cc1Br	-9
O=C(OCC(=O)N1CCN(Cc2ccccc2)CC1)c1cc(Cl)ccc1[N+](=O)[O-]	3
CC1CCCCC12NC(=O)N(CC(=O)Nc1ccc3[nH]c(=O)[nH]c3c1)C2=O (configuration not stated)	-1
CN(CC(=O)Nc1cccc(F)c1)C(=O)CC1CCCC1	3
COc1ccc(NC(=O)CSc2nnc(-c3ccncc3)o2)c(OC)c1	-1

Exported in markdown: entries from further up
| SMILES | IDE act |
| --- | --- |
| CN(CC(=O)Nc1cccc(F)c1)C(=O)CC1CCCC1 | 3 |
| COc1ccc(NC(=O)CSc2nnc(-c3ccncc3)o2)c(OC)c1 | -1 |

Other compounds follow.
SMILES	IDE act
CCN(C[C@H]1N[C@@](Cc2ccccc2)(C(=O)OC)[C@H]2C(=O)N(C)C(=O)[C@@H]12)C(=O)C1CCCCC1	6
CCCCN1C[C@H](CO)Oc2cccc(F)c2S1(=O)=O	4
O=C(Cc1cccc(NC(=O)C2CCCN(C(=O)C3CC3)C2)c1)Nc1ccc(C(=O)N2CCOCC2)cc1 (configuration not stated)	2
CC(=O)OC(=C(OC(C)=O)c1ccccc1)c1ccccc1	2
COc1ccc(NC(=O)CN2CCCCC2)cc1S(=O)(=O)N1CCCCC1	4
CCn1c(C)cc(C(=O)COC(=O)c2cccnc2SC)c1C	-3
CCn1nc(C(=O)NNC(=O)c2cc(Cl)ccc2OC)c2ccccc2c1=O	4
Cc1cccc(N2CCN(C(=O)[C@H](C)N3C(=O)C4CC=CCC4C3=O)CC2)c1C (some centres not stated)	0
Cc1cc(C)n2nc(C(=O)OCC(=O)N(CC(C)C)C3CCS(=O)(=O)C3)nc2n1 (configuration not stated)	0
COC(=O)c1sc(NC(=O)CSc2nc3nc(C)cc(C)n3n2)c(C(=O)OC)c1C	1
Cc1noc(C)c1CSCC(=O)Oc1ccc(N(C)S(=O)(=O)c2ccc(Cl)cc2)cc1	3
COc1ccc(S(=O)(=O)N2CCCCCC2)cc1C(=O)N(C)CC(=O)Nc1ccccc1C(F)(F)F	3
CSCCC(NC(=O)c1ccccc1Cl)C(=O)Nc1ccncc1 (configuration not stated)	3
Cc1ccc(C(=O)NC2CC(C)(C)NC(C)(C)C2)cc1S(=O)(=O)N1CCCCC1	0
Cc1cccc(C2=NN(c3ccccc3)[C@H](CO)[C@H]2c2ccc(F)cc2)c1	2
COC(=O)[C@H](CCSC)NC(=O)Cn1ccc(NC(=O)OCc2ccccc2)nc1=O	3
Cc1ccc2c(c1)-c1cc(C)ccc1C2=O	-1
O=C(COC(=O)COc1ccc(Cl)cc1)NC1CCCCCC1	5
CCOc1ccc(S(=O)(=O)N2CCCCC2)cc1NS(=O)(=O)c1cccs1	2
COc1ccc(N2CCN(C(=O)CN3C(=O)NC(C)(C4CC4)C3=O)CC2)cc1 (configuration not stated)	7
Cc1ccc(C)c(OCC(=O)Nc2c(C)n(C)n(-c3ccccc3)c2=O)c1	0
CC(=O)c1c(C)[nH]c(C(=O)OCC(=O)c2ccc3c(c2)NC(=O)CO3)c1C	5
Cc1onc(-c2ccccc2)c1C(=O)OCC(=O)N1CCC(C)CC1	7
O=C(COC(=O)C1CCN(c2ccc(C(F)(F)F)cn2)CC1)NC1CCCCC1	-2
O=C(COC(=O)/C=C/c1cccc(F)c1)NC1CC1	0
Cc1[nH]c2ccccc2c1C(=O)C(C)OC(=O)c1ccccc1NCCO (configuration not stated)	-3
Cc1ccc(S(=O)(=O)N2CCCCC2CCNC(=O)C(=O)NCc2ccccc2)cc1 (configuration not stated)	2
CN(C)Cc1cc(C(C)(C)c2ccccc2)ccc1O	3
CCCN(C(=O)c1cc(-c2ccco2)nc2ccccc12)c1c(N)n(Cc2ccccc2)c(=O)[nH]c1=O	-1
Cc1cc(C)c(S(=O)(=O)Nc2ccc(C(=O)O)cc2)cc1S(=O)(=O)Nc1ccc(C(=O)O)cc1	3
CN(CC(=O)Nc1ccc(Cl)c(C(F)(F)F)c1)C(=O)Cc1c[nH]c2ccccc12	0
COc1ccc(NS(=O)(=O)c2cc(NC(=O)Cc3c(F)cccc3Cl)ccc2OC)cc1	5
Cc1ccccc1OCC(=O)OCC(=O)NCCc1ccccc1	5
O=C1C=C(c2ccc(C(=O)O)cc2)C[C@@H](c2ccc(Cl)cc2)C1	0
CN(CCOc1ccc(Cl)cc1)C(=O)c1cc([N+](=O)[O-])ccc1N1CCOCC1	-2
O=C(Cc1ccc(NC(=O)C2CCCN(C(=O)c3ccccc3)C2)cc1)Nc1ccc(C(=O)N2CCOCC2)cc1 (configuration not stated)	0

Ordered by SMILES length (lowest first): part of the list above.
SMILES	IDE act
CN(C)Cc1cc(C(C)(C)c2ccccc2)ccc1O	3
Cc1ccccc1OCC(=O)OCC(=O)NCCc1ccccc1	5
Cc1onc(-c2ccccc2)c1C(=O)OCC(=O)N1CCC(C)CC1	7
Cc1[nH]c2ccccc2c1C(=O)C(C)OC(=O)c1ccccc1NCCO (configuration not stated)	-3
Cc1ccc(C)c(OCC(=O)Nc2c(C)n(C)n(-c3ccccc3)c2=O)c1	0
O=C(COC(=O)C1CCN(c2ccc(C(F)(F)F)cn2)CC1)NC1CCCCC1	-2
Cc1ccc(S(=O)(=O)N2CCCCC2CCNC(=O)C(=O)NCc2ccccc2)cc1 (configuration not stated)	2
CC(=O)c1c(C)[nH]c(C(=O)OCC(=O)c2ccc3c(c2)NC(=O)CO3)c1C	5
CN(CC(=O)Nc1ccc(Cl)c(C(F)(F)F)c1)C(=O)Cc1c[nH]c2ccccc12	0
Cc1cc(C)c(S(=O)(=O)Nc2ccc(C(=O)O)cc2)cc1S(=O)(=O)Nc1ccc(C(=O)O)cc1	3
O=C(Cc1ccc(NC(=O)C2CCCN(C(=O)c3ccccc3)C2)cc1)Nc1ccc(C(=O)N2CCOCC2)cc1 (configuration not stated)	0

(list continues)
SMILES	IDE act
CC(C)CN(C(=O)COC(=O)/C=C/c1ccc(Cl)c(Cl)c1)c1c(N)n(Cc2ccccc2)c(=O)[nH]c1=O	2
COc1ccc2c(c1)[C@@H]1[C@H](CO2)[C@H](c2ccccc2)[C@]2(C)C(=O)Nc3ccc(C)cc3C(=O)N12	-3
CCCn1nc(C(=O)N2CCN(c3ccccn3)CC2)c2ccccc2c1=O	-4
Cc1cc(C(=O)CCC(=O)NNC(=O)c2ccccc2O)c(C)s1	2
COc1ccccc1C(=O)NC(CCSC)C(=O)NCc1ccccn1 (configuration not stated)	3
O=C(Nc1ccc(C(=O)N2CCCC(CO)C2)cc1)c1ccc(Br)o1 (configuration not stated)	1
O=C(CNc1cccc(S(=O)(=O)N2CCCC2)c1)Nc1ccc(F)cc1F	-2
O=C(NN=Cc1ccc(O)cc1)C(=O)NN=Cc1ccc(O)cc1	2
COc1ccc(S(=O)(=O)N2CCCCCC2)cc1C(=O)N(C)Cc1cccc(OC)c1OC	3
CC(C(=O)N1CCc2ccccc21)N1CCN(S(=O)(=O)c2cccs2)CC1 (configuration not stated)	-1
CCCCOc1ccc(C(=O)NNC(=O)c2cnccn2)cc1OC	-3
COc1ccccc1CC(=O)NN1C(=O)NC2(CCC(C)CC2)C1=O (configuration not stated)	4
C=CC[C@@H](CC(=O)NCCO)C(=O)NCCOC(=O)[C@@H](CC=C)Cc1ccc(F)cc1	0
CCOC(=O)c1c(NC(=O)COC(=O)c2cnccn2)sc(C)c1C	2
CC1Sc2ccc(C(=O)Nc3ccccc3OC(F)F)cc2NC1=O (configuration not stated)	2
CCCCn1c(N)c(N(CCOC)C(=O)C2CCCN(C(=O)c3ccc(Cl)cc3)C2)c(=O)[nH]c1=O (configuration not stated)	0
O=C(CCNS(=O)(=O)c1ccc(Br)cc1)N1CCCCCCC1	5
Nc1nc(COC(=O)C2CC(=O)N(Cc3ccccc3)C2)nc(Nc2ccccc2)n1 (configuration not stated)	2
CCN(CC(=O)Nc1ccc(NC(C)=O)cc1)C(=O)c1cc(S(=O)(=O)N2CCCCCC2)ccc1OC	-6
COc1ccc(-c2ccc3c(c2)S(=O)(=O)c2cccc(C(=O)N4CCN(c5ccc(Cl)cn5)CC4)c2C3=O)cc1OC	1
O=C(NN1CCCCCC1)c1ccccc1F	1
COc1ccccc1C(CNC(=O)CNC(=O)c1cccc(Cl)c1)N1CCCC1 (configuration not stated)	1
O=C(CNC(=O)c1ccc(Br)o1)NCC1CCCCC1	2
COc1ccc([C@H]2CC(=O)C=C(C#CC(C)(C)C)C2)cc1	3
C=CC[C@H](CC(=O)NCCO)C(=O)N[C@H](COC(=O)[C@H](CC=C)CC(=O)OC(C)(C)C)c1ccccc1	0
NC(=O)c1ccccc1OCC(=O)N1CCC(Cc2ccccc2)CC1	2
CCOC(=O)C1C(=O)NC(C(=O)OCC)(C(=O)OCC)C1C(C)CC (configuration not stated)	4
COc1cc(OC)c2c(-c3cccc(-c4ccc(OC(F)(F)F)cc4)c3)cc(=O)oc2c1	-1
COC(=O)c1c(NC(=O)c2cccc(S(=O)(=O)N3CCN(C)CC3)c2)sc(C)c1C	4
O=C(Cn1cnc2c(OCc3ccccc3)ncnc21)N1CCN(c2ccccn2)CC1	-1
O=C(Nc1ncccc1O)c1cccc(S(=O)(=O)N2CCN(c3ccc(F)cc3)CC2)c1	-2
CCn1c(SCC(=O)NCC2CCCO2)nnc1-c1ccccc1OC (configuration not stated)	6
Cc1noc(C)c1COc1ccccc1C(=O)Nc1cccc(S(=O)(=O)N(C)C)c1	3
CCOC(=O)c1c(C)[nH]c(C(C)=NNC(=O)c2cccs2)c1C	3
C[C@H]1CN=C(N(C)C)N1CCCC1CCCC1	4
CN(C)CCN(C(=O)C1CCN(S(=O)(=O)c2cccs2)CC1)c1nc2c(F)cccc2s1	-4
CCN1C(=O)[C@@H]2[C@H](C1=O)[C@@H]1C(=O)Nc3ccccc3C(=O)N1[C@@H]2c1cccc(OC)c1	0
CCC(CO)Oc1cc(NCc2ccccc2C)c2ncn(C(C)C)c2c1 (configuration not stated)	0
O=C1N[C@@H](Cc2ccccc2)COC(=O)[C@@H](Cc2ccc(F)cc2)C/C=C\C[C@@H]1CC(=O)N(CCO)Cc1ccccc1	7
CC(=O)N1CCc2c(sc(NC(=O)C3CCN(S(=O)(=O)c4cccs4)CC3)c2C(N)=O)C1	-5
O=S1c2ccccc2Nc2ccccc21	-3
CCOc1ccc2nc(NC(=O)Cn3c(C)csc3=O)sc2c1	-1
CC1(C2CC2)NC(=O)N(CC(=O)N2CCN(c3ccccc3)CC2)C1=O (configuration not stated)	3
CCC(=O)Nc1ccc(C(=O)COC(=O)c2sc(C)nc2C)cc1	1
CCN(C(=O)COC(=O)c1ccccc1OCc1ccc(Cl)cc1)C1CCS(=O)(=O)C1 (configuration not stated)	1
O=C(COC(=O)c1cc(S(=O)(=O)N2CCOCC2)ccc1F)NC1CCCCC1	2
C[C@H](CO)N1C[C@H](C)[C@@H](CN(C)C(=O)Nc2ccc(C(F)(F)F)cc2)Oc2c(NC(=O)Cc3ccccc3)cccc2C1=O	3
